Screens: PubChem, several laboratories
RBBP9 inhibitor – human RBBP9 inhibitors, primary screen, biochemical, fluorescence polarization, FP-Rh probe, HTS; Serine hydrolase RBBP9 (Homo sapiens), O75884; recombinant RBBP9; inhibition, % at 7.94 µM; hit rate 0.2% among 220,000; AID 1515, 2009;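 active means inhibition above the campaign mean of all tested compounds plus 3 SD, cut at about 14% in these data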;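 further: plate controls were DMSO wells with RBBP9 for no effect and wells lacking RBBP9 protein for full effect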
Target sequence (O75884 whole entry, looked up): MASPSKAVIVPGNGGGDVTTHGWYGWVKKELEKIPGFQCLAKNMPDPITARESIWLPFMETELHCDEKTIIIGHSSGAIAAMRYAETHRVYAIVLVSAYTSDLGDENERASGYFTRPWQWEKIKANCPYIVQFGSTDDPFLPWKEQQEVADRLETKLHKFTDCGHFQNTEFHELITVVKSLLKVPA
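Controls: DMSO-treated enzyme wells and wells lacking RBBP9 | Material: RBBP9 protein | Technique: Fluorescence polarization | Replication: Single well per compound, no replicates | Buffer or medium: Tris-NaCl-Pluronic buffer, pH 8.0 | Timing: 30 min compound preincubation, 45 min probe labeling, 25 °C | Read-out basis: Percent inhibition from mP, scaled between DMSO and no-protein wells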
S1P4 ag – S1P4 receptor agonists, primary screen, cell-based; Sphingosine 1-phosphate receptor 4 (Homo sapiens), O95977; S1P4-expressing cell line, agonist reporter assay; activation, % at 4.98 µM; hit rate 0.35% among 220,000; AID 1509, 2009; in the data active means activation above about 11%;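 further: 0% = DMSO vehicle and 100% = reference agonist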
Ba/F3 V617F tox – reduced viability of JAK2V617F-dependent Ba/F3 cells, primary screen, JAK2V617F inhibitor project, cell-based, Ba/F3 EpoR-JAK2V617F, luminescence. hit rate 1.1% among 220,000. inhibition, % at 5.6 µM. ATP luminescence;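 active means inhibition above the campaign mean plus 3 SD over all tested compounds, cut at about 24% in these data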;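 further: cytokine-independent growth of Ba/F3 cells driven by EpoR plus mutant JAK2; 0% = DMSO-treated cells and 100% = JAK inhibitor I control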
NPY-Y1 PAM-ag – NPY-Y1 receptor potentiators or agonists, primary screen, cell-based | AID 1304, 2008 | NPY-Y1 expressing cells, potentiator/agonist activation | hit rate 0.37% among 220,000 | Neuropeptide Y receptor type 1 (Homo sapiens), P25929 | activation, % at 3.6 µM; in the data active means activation above about 33%, passing the limit was not always enough;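 further: cells stimulated with NPY at EC10 then isoproterenol at EC100; 0% = low agonist plus stimulus and 100% = saturating agonist plus stimulus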
Target sequence (P25929 whole entry, looked up): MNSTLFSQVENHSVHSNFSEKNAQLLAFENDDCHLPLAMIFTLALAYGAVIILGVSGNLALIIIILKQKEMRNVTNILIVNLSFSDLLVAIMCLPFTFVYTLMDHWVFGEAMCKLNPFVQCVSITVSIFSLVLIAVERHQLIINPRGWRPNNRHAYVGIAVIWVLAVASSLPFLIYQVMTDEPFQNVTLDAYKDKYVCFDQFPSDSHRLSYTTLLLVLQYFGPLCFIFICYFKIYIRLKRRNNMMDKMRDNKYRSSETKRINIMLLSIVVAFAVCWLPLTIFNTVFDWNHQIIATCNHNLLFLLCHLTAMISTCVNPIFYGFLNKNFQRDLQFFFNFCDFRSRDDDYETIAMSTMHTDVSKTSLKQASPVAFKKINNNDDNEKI
NPY Y1 blocker – NPY-Y1 receptor antagonists, primary screen, cell-based; HEK293-CNG Y1 cells, membrane potential fluorescence; NPY at EC95, then isoproterenol; inhibition, % at 3.6 µM; hit rate 1% among 200,000; AID 1040, 2008;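 active means inhibition above the campaign mean inhibition of all tested compounds plus 3 SD, cut at about 20% in these data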;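 further: 0% = DMSO wells given NPY plus isoproterenol and 100% = isoproterenol alone without NPY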
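Test system – HEK293 Y1/CNG channel cell line · Also added – NPY agonist 25 nM, then isoproterenol 1 µM plus Ro 20-1724 25 µM · Compound dosing – one concentration, 3.6 µM, in 0.4% DMSO · Schedule – compound incubation 1 h at room temperature, readout 45 min post-stimulation · Technique – fluorescence, membrane potential probe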
NPY-Y2 PAM-ag – NPY-Y2 potentiators or agonists, primary screen, cell-based | Neuropeptide Y receptor type 2 (Homo sapiens), P49146 | cells expressing NPY-Y2, potentiator/agonist read-out | activation, % at 3.6 µM | hit rate 0.45% among 220,000 | AID 1359, 2008; in the data active means activation above about 27%;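 further: cells stimulated with NPY near EC25 plus isoproterenol at EC100; 0% = vehicle plus submaximal agonist and 100% = vehicle plus saturating agonist; some results beyond the cut were filed as inactive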
Target sequence (P49146 whole entry, looked up): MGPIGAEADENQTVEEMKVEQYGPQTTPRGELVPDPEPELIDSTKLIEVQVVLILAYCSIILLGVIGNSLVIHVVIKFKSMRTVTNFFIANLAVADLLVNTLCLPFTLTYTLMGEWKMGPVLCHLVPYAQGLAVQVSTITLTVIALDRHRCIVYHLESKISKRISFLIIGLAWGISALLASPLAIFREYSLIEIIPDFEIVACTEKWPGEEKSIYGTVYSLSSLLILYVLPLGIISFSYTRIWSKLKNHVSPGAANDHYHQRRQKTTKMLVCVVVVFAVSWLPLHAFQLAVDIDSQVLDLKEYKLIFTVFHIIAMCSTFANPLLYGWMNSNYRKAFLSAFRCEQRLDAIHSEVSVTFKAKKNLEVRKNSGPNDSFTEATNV
BaF3 tox – parental Ba/F3 cell viability inhibition, counter-screen for JAK2V617F inhibitor project, murine pro-B, CellTiter-Glo luminescence | AID 1486, 2009 | hit rate 1.1% among 220,000 | CellTiter-Glo ATP luminescence | inhibition, % at 5.6 µM;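 active means inhibition above a per-campaign cutoff, the mean inhibition of all tested compounds plus 3 SD, cut at about 27% in these data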;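 further: 0% = DMSO wells and 100% = JAK Inhibitor I control wells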
Runt-CBFb FRET – inhibitors of RUNX1 Runt–CBFb binding, primary screen, biochemical, FRET, Cerulean-Runt, Venus-CBFb, uHTS; Runt-related transcription factor 1 (Homo sapiens) + Core-binding factor subunit beta …; Cerulean-Runt/Venus-CBFb FRET ratio 530/480, 1 h; inhibition, % at 20 µM; hit rate 0.46% among 220,000; AID 1496, 2009;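 active means inhibition over about 50% at 20 µM in the single-dose screen, limit read from the data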;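 further: 0% = DMSO wells and 100% = excess unlabeled CBFb competitor control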
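Measured by: fluorescence energy transfer, 422 nm excitation, 530/480 nm emission; Assay system: Cerulean-Runt domain; Medium: Tris pH 7.5 buffer with BSA; Measure: loss of energy transfer signal; Controls: 5 µM unlabeled CBFb as full-inhibition high control; Incubation: protein complex preformed 1 h, compound exposure 1 h, room temperature, dark.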
S1P4 antagonist – S1P4 receptor antagonists, primary screen, cell-based | inhibition, % at 4.98 µM | Sphingosine 1-phosphate receptor 4 (Homo sapiens), O95977 | AID 1510, 2009 | S1P4-expressing cells, antagonist mode, reporter read-out | hit rate 0.26% among 220,000; in the data active means inhibition above about 29%;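 further: 0% = wells stimulated with agonist and 100% = vehicle wells without agonist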
The depositor's hits bear a star; nt = no result given.

SMILES | RBBP9 inhibitor | S1P4 ag | Ba/F3 V617F tox | NPY-Y1 PAM-ag | NPY Y1 blocker | NPY-Y2 PAM-ag | BaF3 tox | Runt-CBFb FRET | S1P4 antagonist
CCN(C(=O)COC(=O)c1cc(S(=O)(=O)N2CCOCC2)c(Cl)cc1Cl)C1CCS(=O)(=O)C1 (configuration not stated) | -6 | 1.5 | 2 | 4 | -5 | 2 | 2 | 1 | -2
COC(=O)c1ccc(S(=O)(=O)N2CCN(C(c3ccccc3)c3ccccc3)CC2)n1C | -11 | 1.3 | 1 | -4 | nt | -9 | 5 | -4 | -1
Brc1ccc2nc(N3CCN(c4ccccc4)CC3)sc2c1 | -5 | -2.5 | -2 | 15 | -2 | 2 | -2 | 2 | 9
Cc1c(Cl)c([N+](=O)[O-])nn1CCCC(=O)Nc1cccc(Cl)c1 | -10 | 1.1 | 0 | 11 | 1 | 13 | 3 | -1 | -36
O=[N+]([O-])c1ccc(N/N=C/c2cn(Cc3ccc(F)cc3)c3ccccc23)nc1 | -3 | -0.1 | 4 | 21 | 3 | 4 | 9 | -6 | 3
CCOC(=O)COc1ccc2c(=O)c(-c3ccccc3)coc2c1 | 1 | 0.0 | -7 | 21 | nt | -11 | -6 | 0 | -11
O=C(CN1CCN(C(=O)c2ccco2)CC1)Nc1cc(C(F)(F)F)ccc1Cl | -8 | 0.3 | 0 | 6 | -4 | -12 | 3 | -5 | -2
O=C(Nc1ccccc1N1CCCC1)c1cc(Cl)ccc1Cl | -5 | 0.0 | -1 | -8 | 6 | -20 | 3 | 3 | -2
COc1ccc(NC(=S)Nc2cccc(C)n2)cc1 | -9 | 0.0 | 3 | -1 | nt | 5 | -1 | 16 | 0
O=C(CCSc1ccccn1)Nc1ccc(Br)cc1 | -6 | -0.9 | 0 | 9 | 1 | 6 | 6 | 1 | -18
Cc1c(C)n(C(=O)CSc2nc3ccccc3[nH]2)c2ccccc12 | -6 | -1.2 | 1 | -20 | 8 | -16 | 7 | 3 | 7
C=CCSc1nnc(NC(=O)Cc2ccc(OC)c(OC)c2)s1 | 6 | 0.6 | -3 | -2 | 9 | -8 | 2 | 0 | -19
Cc1cc(C)nc(-n2nc(C)c3c(C(=O)O)cc(-c4cccc(Br)c4)nc32)n1 | -2 | 0.3 | -1 | 17 | nt | -15 | -1 | 0 | -9
Cc1cccnc1NCc1ccc(O)c2ncccc12 | 2 | 2.0 | -3 | 21 | 5 | 13 | -1 | 2 | -26
C=CCNC(=S)Nc1cccc(NC(=S)NCC=C)c1 | -6 | 1.6 | -3 | 5 | 2 | 6 | 3 | 3 | -10
COc1cc(S(=O)(=O)N2CCOCC2)ccc1NC(=O)c1cc2c(s1)CCC2 | -3 | -1.4 | 4 | -24 | 4 | -15 | 7 | -2 | -9
NS(=O)(=O)c1ccc(NC(=S)Nc2ccc(Br)c(Cl)c2)cc1 | 2 | 0.3 | 9 | -1 | 5 | -14 | 9 | 2 | -23
Cc1ccc(N2CCN(C(=O)N3CCCC3)CC2)cc1C | -5 | 1.9 | 1 | 9 | -1 | 11 | 3 | 2 | 8
CC(C)CNC(=O)C(=O)NCc1ccccc1 | 2 | -0.4 | -1 | -8 | -1 | 4 | 5 | 0 | -5
C=CCn1c(CCCNC(=O)C(C)(C)C)nc2ccccc21 | -8 | -1.6 | -3 | 5 | 0 | 12 | -3 | 0 | 2
CCOC(=O)c1ccc(N2N=C(C)/C(=C/C=C/c3ccco3)C2=O)cc1 | 12 | 0.6 | 0 | -27 | 0 | -4 | 0 | -4 | -4
CS(=O)(=O)N1CCN(c2ccc(NC(=O)c3ccccc3)cc2)CC1 | -7 | -0.7 | 3 | -8 | 1 | -8 | 7 | -1 | -4
COc1ccc(C(=O)Nc2cccc(C(=O)NCc3ccccc3)c2)cc1 | -10 | 0.5 | 2 | -4 | 6 | -5 | 5 | 0 | 13
CC(C)=CC(=O)OCc1cc([N+](=O)[O-])cc2c1OCOC2 | 5 | -0.7 | 0 | -11 | 2 | 7 | 2 | 0 | 13
COc1cc2nc(NCCCN3CCN(C)CC3)n3nc(-c4ccccc4)nc3c2cc1OC | -5 | -1.2 | 7 | 5 | 4 | -4 | 11 | 2 | -4
Cc1ccc(C2(c3noc(CN4CCC(c5ccncc5)CC4)n3)CCCC2)cc1 | -5 | 1.2 | 3 | 4 | -3 | 2 | 6 | -6 | -19
COc1ccc(CCNC(=O)Cn2cnc3c(cnn3C(C)(C)C)c2=O)cc1OC | 0 | 1.1 | -2 | -3 | 1 | 0 | 6 | -1 | -20
Cc1cccc(OCCn2c(=S)[nH]c3ccccc32)c1 | 2 | -1.5 | -4 | 4 | -3 | 3 | 0 | 42 | -12
Cc1ccc(-c2nn(-c3ccccc3)cc2/C=C/C(=O)Nc2cccc(S(N)(=O)=O)c2)cc1 | -36 | -0.4 | 5 | 11 | -10 | -5 | 5 | -4 | 3
OC1(c2ccc(Cl)cc2)CN(c2ccccc2)C2=[N+]1CCS2 (configuration not stated) | -8 | 1.0 | 2 | -11 | 14 | -4 | 2 | -2 | -12
CCOC(=O)CC1C(=O)NCCN1c1nc2ccc(C)cn2c(=O)c1/C=C1\SC(=S)N(CC(C)C)C1=O (configuration not stated) | -8 | 2.1 | 0 | 20 | nt | 21 | -2 | -62 | -11
Cc1cc(C)nc(SCC(=O)Nc2ccc(S(=O)(=O)Nc3onc(C)c3C)cc2)n1 | -8 | 2.9 | -2 | 7 | 0 | 1 | 3 | 2 | -18
CCN(CC)c1ccc2cc(/C(N)=N/NC(=O)c3cccs3)c(=O)oc2c1 | 1 | 0.5 | 1 | 16 | nt | -5 | -5 | -39 | -12
CN(CC(O)COc1ccc(OCC(O)CN(C)C2CCCCC2)cc1)C1CCCCC1 (configuration not stated) | -6 | -1.1 | 1 | -33 | 4 | -17 | 6 | 1 | 1
c1ccc2nc(-c3nccs3)ccc2c1 | -7 | -0.8 | 3 | -3 | 1 | -6 | 2 | 2 | -6
Cc1cc(Cl)ccc1Oc1ncnc2onc(C)c12 | -5 | 0.5 | -1 | -5 | 0 | 3 | -2 | 0 | -7
Cc1ccc(C)c(Cn2c(=O)n(CCCC(=O)NCc3ccco3)c(=O)c3sccc32)c1 | 3 | -5.0 | -5 | -10 | -2 | 9 | 0 | 2 | 2
Cc1ccc2c(c1)c1ccc3c(c1n2C)C(=O)C=CC3=O | 5 | -1.2 | 1 | -5 | nt | 0 | 1 | 55* | 28
COc1ccc(S(=O)(=O)NCCSCc2ccco2)cc1Cl | -6 | -0.9 | -5 | -24 | 11 | -3 | 0 | 1 | -16
CCOc1ccc2nc(SCC(=O)Nc3ccc4c(c3)OCCO4)[nH]c2c1 | 4 | -1.1 | -3 | -18 | 9 | -4 | 0 | 1 | 4
CCN(CC)C(=O)C1=C(C)Nc2nc3ccccc3n2C1c1cccc(OC)c1 (configuration not stated) | -8 | -4.4 | -5 | -3 | 2 | 12 | 0 | -3 | -16
Cc1ccc(S(=O)(=O)N2CCC(=O)N(CCOCc3cccc(C(F)(F)F)c3)CC2)cc1 | -5 | 1.0 | 2 | -13 | -4 | -2 | 7 | -2 | 2
O=C(Nc1ccc(N2CCOCC2)cc1)c1cnsn1 | 9 | -1.6 | -2 | 5 | -9 | 3 | 6 | -2 | -3
COc1ccc(-c2nnc(-c3cc(OC)c(OC)c(OC)c3)o2)cc1OC | -6 | -4.4 | 0 | -7 | 4 | -5 | 2 | -2 | -4
O=C1CCCC2=C1C(c1ccc(Cl)cc1)N1C(=O)CCSC1=N2 (configuration not stated) | -9 | 1.0 | -5 | 18 | 1 | 7 | 2 | -1 | -15
O=C(CC1SC(=O)N(c2ccccc2)C1=O)Nc1cccc2ccccc12 (configuration not stated) | -9 | 0.1 | 0 | -5 | nt | -3 | 0 | 22 | -4
C/C(CC(=O)Nc1ccc(C)c(Cl)c1)=N\NC(=O)Cc1ccccc1 | -11 | 0.2 | -1 | -1 | 1 | 7 | 4 | 0 | -5
COC(=O)C1CSC(C(=O)OC)N1C(=O)CN1CCN(c2ccc(OC)cc2)CC1 (configuration not stated) | -9 | -0.1 | 5 | 2 | 4 | 9 | 5 | 2 | -11
CCOC(=O)N1CCN(C(=O)COC(=O)c2cc(Cl)c(O)c(Cl)c2)CC1 | 0 | -0.7 | 3 | 4 | 5 | -5 | 9 | 0 | 7
